Bioassay records from PubChem BioAssay.
MC4R ag barr – activates human MC4R beta-arrestin recruitment | P32245 | U2OS MC4R beta-arrestin complementation, luminescence; percent of melanotan II response, DMSO zero | activation, % at 8.9 µM | 360,000 compounds, 0.98% hits | AID 540308;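 active = activation above a per-plate cutoff, the mean activation of sample wells on that plate plus 3 SD, cut at about 8% in these data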
ABHD5-PLIN5 inh – inhibitors of human ABHD5-perilipin-5 interaction; Q00G26+Q8WTS1; Split G. princeps luciferase complementation, luminescence, 4 h; inhibition, % at 4 µM; 360,000 compounds, 0.78% hits;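 active = inhibition above the mean inhibition across every tested compound plus 3 SD, cut at about 22% in these data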;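 also: 0% = DMSO only wells and the 100% control is not disclosed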
MC4R antag cAMP – human MC4R antagonism in cAMP assay. MC4R-expressing cells, MTII-stimulated cAMP, LANCE TR-FRET. 360,000 compounds, 0.48% hits. AID 540295. P32245. inhibition, % at 6.5 µM;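 active = inhibition above its plate's cutoff, the mean of tested wells on that plate plus 3 SD, cut at about 29% in these data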;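 also: 0% = Melanotan II alone and 100% = Melanotan II plus saturating MCL0020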
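system = U2OS cells with stable human MC4R expression | also added = Melanotan II challenge after compound preincubation | dosing = one concentration, 6.5 µM nominal | incubation = compound 30 min, challenge 1 h, detection 1 h | measured by = TR-FRET with Eu-cAMP and labeled anti-cAMP, 671 nm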
NOD2 RIPK2 PPI – blocks binding of human NOD2 to RIPK2. O43353. CHO BLA complementation NOD2-RIPK2, CCF4 ratio. inhibition, % at 4.98 µM. 360,000 compounds, 0.38% hits. AID 624267; in the data active = inhibition above about 21%;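 also: 0% = vehicle only and 100% = reference blocker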
H9c2 protect – modulators protecting cardiomyocytes from myocardial damage. protection from H2O2 cell death, % at 20 µM. 360,000 compounds, 0.63% hits. H9c2 cardiomyocytes, H2O2 injury protection, ATPLite, 2 h. AID 588492;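 active = compounds giving at least 50% protection of heart cells from peroxide-induced death in the single-dose screen, raw or plate-pattern-corrected value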;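 also: 0% = DMSO wells with peroxide and 100% = DMSO wells without peroxide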
TLR9-MyD88 block – blocks human TLR9 binding to MyD88; Q9NR96+Q99836; CHO BLA complementation TLR9-MyD88, CCF4 FRET ratio; inhibition, % at 4.98 µM; 340,000 compounds, 0.21% hits;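 active = inhibition above the mean over all tested compounds plus 3 SD, cut at about 21% in these data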;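 also: 0% = DMSO only wells and 100% = clavulanate BLA inhibitor control wells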
Target sequence (Q99836 whole entry, looked up): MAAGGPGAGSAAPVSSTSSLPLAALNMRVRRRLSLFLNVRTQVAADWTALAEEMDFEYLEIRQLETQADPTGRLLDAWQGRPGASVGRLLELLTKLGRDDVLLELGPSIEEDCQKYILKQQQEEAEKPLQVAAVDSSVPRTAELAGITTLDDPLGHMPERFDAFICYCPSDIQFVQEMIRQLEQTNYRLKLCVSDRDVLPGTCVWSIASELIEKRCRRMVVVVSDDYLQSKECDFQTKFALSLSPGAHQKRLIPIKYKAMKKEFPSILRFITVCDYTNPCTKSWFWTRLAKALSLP
Target sequence (Q9NR96 whole entry, looked up): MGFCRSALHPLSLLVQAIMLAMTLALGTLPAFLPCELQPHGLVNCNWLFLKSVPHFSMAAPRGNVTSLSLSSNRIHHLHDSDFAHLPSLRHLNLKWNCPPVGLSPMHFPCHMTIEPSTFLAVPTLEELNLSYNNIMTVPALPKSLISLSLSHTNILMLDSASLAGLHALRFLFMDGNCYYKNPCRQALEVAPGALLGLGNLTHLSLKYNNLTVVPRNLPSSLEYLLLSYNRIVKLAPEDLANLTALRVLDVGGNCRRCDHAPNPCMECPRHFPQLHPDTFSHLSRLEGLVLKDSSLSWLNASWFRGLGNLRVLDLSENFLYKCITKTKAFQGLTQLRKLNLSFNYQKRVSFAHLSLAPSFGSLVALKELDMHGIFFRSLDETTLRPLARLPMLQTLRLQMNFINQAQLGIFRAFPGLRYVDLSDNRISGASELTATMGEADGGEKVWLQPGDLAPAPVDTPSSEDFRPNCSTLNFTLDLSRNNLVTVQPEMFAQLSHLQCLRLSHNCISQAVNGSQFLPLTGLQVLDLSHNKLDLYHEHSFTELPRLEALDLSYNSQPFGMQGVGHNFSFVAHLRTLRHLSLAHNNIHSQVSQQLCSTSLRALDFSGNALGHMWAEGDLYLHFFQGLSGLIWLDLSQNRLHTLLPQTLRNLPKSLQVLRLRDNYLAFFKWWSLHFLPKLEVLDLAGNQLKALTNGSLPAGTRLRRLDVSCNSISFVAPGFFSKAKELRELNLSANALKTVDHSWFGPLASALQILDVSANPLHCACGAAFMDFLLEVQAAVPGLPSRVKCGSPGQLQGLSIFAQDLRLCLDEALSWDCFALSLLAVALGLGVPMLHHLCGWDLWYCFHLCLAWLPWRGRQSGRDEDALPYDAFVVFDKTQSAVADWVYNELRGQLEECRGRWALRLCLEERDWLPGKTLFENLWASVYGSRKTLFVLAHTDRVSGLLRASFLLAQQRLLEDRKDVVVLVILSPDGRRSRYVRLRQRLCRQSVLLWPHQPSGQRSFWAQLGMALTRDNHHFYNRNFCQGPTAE
Glyco luc inh – blocks N-linked glycosylation in D54 reporter cells; D54 ERlucT glycosylation luciferase reporter, 24 h; percent of 100 nM tunicamycin response; reporter increase, % at 12.5 µM; 360,000 compounds, 0.23% hits; AID 588692;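 active = mean luciferase reporter signal, scaled so untreated is 0 and the glycosylation-blocking control 100, at or above a set limit in every replicate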;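 also: luciferase carries N-glycosylation sites so blocking glycosylation raises the light; 0% = median of neutral control wells and 100% = median of 100 nM tunicamycin wells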
HTR2A ag – activates the mouse 5-HT2A serotonin receptor; 360,000 compounds, 0.66% hits; P35363; activation, % at 7.6 µM; CHO-K1 mHTR2A beta-arrestin complementation, luminescence; percent of 30 µM serotonin response;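 active = activation above a run cutoff, the mean activation of all tested compounds plus 3 SD, cut at about 14% in these data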;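 also: 0% = plate median of compound wells and 100% = 30 µM serotonin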
SRC2 inh – human SRC2 (NCOA2) inhibition; 370,000 compounds, 0.17% hits; inhibition, % at 9 µM; Q15596; HEK293 GAL4-SRC2 luciferase reporter, luminescence;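 active = inhibition above the mean inhibition of all tested compounds plus 3 SD, set per campaign, cut at about 52% in these data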;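 also: 0% = DMSO treated cells and 100% = cells given Gossypol at 36 µM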
ABCB6 inh 2 – inhibitors of human ABC transporter ABCB6. Q9NP58. K562-ABCB6 porphyrin accumulation, flow cytometry, 1 h; active compounds read low. fluorescence ratio to DMSO, % at 10 µM. 360,000 compounds, 0.19% hits. AID 602162;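 active = fluorescence ratio to DMSO below 75%, the collection mean minus 3 SD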;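 also: signal is porphyrin accumulated inside mitochondria; 100% equals median channel fluorescence of DMSO control wells; lower ratio means ABCB6 inhibition with less porphyrin fluorescence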
* marks the source's active call; other numbers are inactive results; . = not tested or not shown.

cpd | Structure | MC4R ag barr | ABHD5-PLIN5 inh | MC4R antag cAMP | NOD2 RIPK2 PPI | H9c2 protect | TLR9-MyD88 block | Glyco luc inh | HTR2A ag | SRC2 inh | ABCB6 inh 2
1 | CCOC(=O)C1(CC2CCCCO2)CCN(Cc2nc(-c3cccs3)oc2C)CC1 (centres undefined) | 3.6 | -3.1 | 24.2 | -7.8 | -2.8 | -4.6 | -1.0 | -9.3 | 5.5 | 97.0
2 | CC(C)(C)OC(=O)C[C@H]1C/C=C\C[C@@H](CC(=O)N[C@@H](CO)Cc2ccccc2)C(=O)N2CCC[C@@H]2COC1=O | -1.8 | -2.8 | 2.8 | -2.3 | 11.2 | -5.7 | 1.8 | -2.8 | 0.3 | 100.0
3 | c1cnc2ccc(C(c3nnnn3C3CCCC3)N3CCN4CCCC4C3)cc2c1 (centres undefined) | 0.6 | -0.1 | 6.4 | -10.1 | 13.4 | 1.5 | . | -5.5 | -4.8 | 79.0
4 | CCCOc1ccccc1-n1sc2c(c1=S)-c1cc(OC)cc3c1N(C(=O)C3=O)C2(C)C | -2.9 | 35.2* | 5.6 | -5.1 | -8.7 | 10.9 | 3.6 | -8.8 | 2.1 | 100.0
5 | CN1OC[C@@H]2CN(C(=O)NC3CCCCC3)[C@H](c3ccc(N4CCCCC4)cc3)C[C@@H]21 | . | -6.7 | . | -4.5 | 6.2 | . | -1.0 | 0.5 | 17.7 | 88.0
6 | Cc1ccccc1NC(=O)CCn1c(=O)oc2ccccc21 | 0.0 | 0.9 | -1.1 | 0.8 | 12.4 | 1.0 | 2.2 | 2.5 | 6.7 | 100.0
7 | CCS(=O)c1ccccc1C(=O)OCC(=O)Nc1ccc2ccccc2c1 (centres undefined) | 0.1 | -1.5 | 12.4 | -12.2 | -15.8 | 2.8 | 3.3 | -3.4 | 6.3 | 102.0
8 | C[C@@H]1C(c2cccc(Cl)c2)=NN(c2ccc(Br)cc2)[C@H]1C(=O)N1CCOC1=O | 0.6 | -6.3 | 9.2 | -12.4 | 1.5 | -33.5 | 2.3 | -3.6 | . | 97.0
9 | Clc1ccc(-n2nnnc2-c2ccccc2)cc1Cl | 0.7 | 4.1 | 4.4 | 3.3 | -11.7 | -6.3 | 1.9 | 0.5 | -1.7 | 104.0
10 | O=C1c2ccccc2NC(c2ccc(F)cc2)N1Cc1ccccc1 (centres undefined) | 0.7 | -5.7 | 18.1 | 4.0 | 1.4 | -2.4 | -3.0 | 0.8 | -0.1 | 117.0
11 | CCOC(=O)N1CCN(C(=O)C2CCC(=O)N2C(C)C)CC1 (centres undefined) | -2.3 | 4.0 | -9.0 | -8.4 | 4.1 | -6.0 | 1.2 | -1.5 | -3.3 | 97.0
12 | CC(=O)c1ccn(S(=O)(=O)c2ccccc2)c1 | 4.0 | 6.9 | -3.4 | -11.8 | 8.5 | 9.9 | 1.6 | 4.7 | -19.8 | 99.0
13 | COc1ccc(C(C)=O)cc1COC(=O)c1c(C)noc1C | -0.1 | 4.0 | -3.3 | -0.7 | 13.5 | -3.9 | 5.4 | 8.7 | 1.9 | 92.0
14 | FC(F)(F)c1cc(Cl)c2nc(-c3ccccc3)c(Cc3ccccc3)n2c1 | . | -14.2 | . | -11.9 | 7.2 | . | -1.3 | -0.6 | 3.2 | 96.0
15 | CC(=O)Nc1ccc(S(=O)(=O)N/N=C/c2cccnc2)cc1 | -2.4 | -4.8 | 10.1 | -0.8 | 5.5 | -12.8 | 3.4 | -3.1 | -9.8 | 97.0
16 | O=C(NCCCN1CCOCC1)c1cc2c(s1)CCCC2 | 2.1 | -3.2 | -7.6 | -12.0 | -4.6 | 2.0 | 1.8 | -5.8 | 8.5 | 99.0
17 | CC(C)CNc1nc(N)c([N+](=O)[O-])c(NCc2ccccc2)n1 | 5.6 | -3.1 | -7.1 | -12.3 | 4.9 | 4.9 | -0.9 | 2.1 | -35.2 | 97.0
18 | CCc1ccc(N(CC(=O)NCC2CCCO2)C(=O)CCC(=O)Nc2nccs2)cc1 (centres undefined) | -0.6 | 2.5 | -4.0 | -3.0 | 2.7 | -14.2 | 0.9 | -2.0 | 3.3 | 98.0
19 | CCOc1cc(C(=O)N(C)CC(=O)Nc2cccc(F)c2)ccc1OCC(=O)N1CCOCC1 | -2.2 | 3.6 | 4.6 | 4.2 | 0.0 | 5.8 | 2.0 | 12.0 | 6.9 | 96.0
20 | CN(C)S(=O)(=O)c1cccc(C(=O)OCC(=O)NCc2ccc3c(c2)OCO3)c1 | 1.7 | -0.7 | 5.4 | -16.6 | 1.8 | -18.4 | 2.6 | 2.2 | -18.6 | 100.0

Down the list, from the results shown.
Compounds 15 to 19 in TLR9-MyD88 block: -12.8, 2.0, 4.9, -14.2, 5.8
Compounds 15 to 19 in NOD2 RIPK2 PPI: -0.8, -12.0, -12.3, -3.0, 4.2
Compounds 15 to 19 in H9c2 protect: 5.5, -4.6, 4.9, 2.7, 0.0

Limited to SRC2 inh, ABCB6 inh 2 and HTR2A ag, for some of the entries so far:
entry | SMILES | SRC2 inh | ABCB6 inh 2 | HTR2A ag
14 | FC(F)(F)c1cc(Cl)c2nc(-c3ccccc3)c(Cc3ccccc3)n2c1 | 3.2 | 96.0 | -0.6
15 | CC(=O)Nc1ccc(S(=O)(=O)N/N=C/c2cccnc2)cc1 | -9.8 | 97.0 | -3.1

Compound profiles, from the list above. Order of screens: MC4R ag barr	ABHD5-PLIN5 inh	MC4R antag cAMP	NOD2 RIPK2 PPI	H9c2 protect	TLR9-MyD88 block	Glyco luc inh	HTR2A ag	SRC2 inh	ABCB6 inh 2
Shown for `Cc1ccccc1NC(=O)CCn1c(=O)oc2ccccc21` = 0.0	0.9	-1.1	0.8	12.4	1.0	2.2	2.5	6.7	100.0
Shown for `CN(C)S(=O)(=O)c1cccc(C(=O)OCC(=O)NCc2ccc3c(c2)OCO3)c1` = 1.7	-0.7	5.4	-16.6	1.8	-18.4	2.6	2.2	-18.6	100.0
Shown for `CC(C)(C)OC(=O)C[C@H]1C/C=C\C[C@@H](CC(=O)N[C@@H](CO)Cc2ccccc2)C(=O)N2CCC[C@@H]2COC1=O` = -1.8	-2.8	2.8	-2.3	11.2	-5.7	1.8	-2.8	0.3	100.0
Shown for `O=C1c2ccccc2NC(c2ccc(F)cc2)N1Cc1ccccc1` (centres undefined) = 0.7	-5.7	18.1	4.0	1.4	-2.4	-3.0	0.8	-0.1	117.0
Shown for `CCOC(=O)C1(CC2CCCCO2)CCN(Cc2nc(-c3cccs3)oc2C)CC1` (centres undefined) = 3.6	-3.1	24.2	-7.8	-2.8	-4.6	-1.0	-9.3	5.5	97.0

A portion of the library. The share of hits here may be higher or lower than overall.
